CBFb-RUNX1 inh: blocks binding between human CBF-beta and RUNX1. Q01196+Q13951. AlphaScreen CBFb-His/RUNX1-biotin binding, biochemical. Potency, µM (titrated, usually from 59.8 µM), for the others: top-dose activity, negative = inhibition, hits mostly inhibitors. 230,000 tested, under 10 active. AID 1477; note: % of control where 0% means no effect
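CBF-beta (His) and RUNX1 (biotin), 30 nM each; 20 min preassociation; + compound, 15 min; + beads 50 ng each (Ni, streptavidin), 90 min; RT; AlphaScreen read.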
KinaseGlo FLuc: counter-screen: inhibitors of Kinase-Glo firefly luciferase. Potency, µM (doses to about 38.3 µM), inactives show at the top dose activity change, negative = inhibition, hits mostly inhibitors. Kinase-Glo luciferase, ATP luminescence, 8 min. Q27757. 200,000 tested, 0.28% active; note: potency is the fitted concentration of half-maximal effect; % is set by controls: 0 for no effect and ±100 for the full control effect; nearly all actives have a fitted effect of over 60% in size
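Substrate mix (final 50 mM imidazole pH 7.2, 50 mM KCl, 7 mM MgCl2, 10 uM ATP, 0.01% Tween 20, 0.05% BSA) plus pin-tool compound, then Kinase-Glo detection mix; 8 min ambient, luminescence read.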
IMPase Li cell: IMPase inhibition in cells with lithium potentiation | CHO-M1 cells, IP1 TR-FRET (IP-One), carbachol + lithium | Potency, µM (top dose mostly 59.4 µM), without a hit: at the highest dose activity, negative = IMPase inhibition, usual class: inhibitors | 210,000 tested, 0.35% active | AID 1457;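 note: IP1 builds up when IMPase is blocked and the TR-FRET signal falls; potency is the fitted concentration of half-maximal effect; plate controls were basal vehicle for no effect and high inhibitor control for full effect; nearly all actives have a fitted effect of over 50% in size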
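Readout is a homogeneous TR-FRET IP1 immunoassay (Ex 320, Em 665 and 620), where raised cytosolic IP1 lowers signal. Cells were CHO-M1 treated 30 min at 37C with test compounds plus a little lithium; AC50 values came from Hill-equation fitting.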
NPSR antag: antagonists of human neuropeptide S receptor cAMP signaling. Q6W5P4. 220,000 tested, 1% active. AID 1461. Potency, µM (highest dose often 38.3 µM), inactives show at the top dose activity change, negative = inhibition, usual class: inhibitors. CHO-NPSR cells, cAMP TR-FRET, antagonist mode; note: potency is the fitted concentration of half-maximal effect; % is set by controls: 0 for no effect and ±100 for the full control effect; nearly all actives have a fitted effect of over 50% in size; many of its hits are not listed in these tables
Epigenetic derep: regulators of epigenetic silencing causing reporter derepression in mouse cells; murine LDR cells, GFP reporter derepression, 30 h; Potency, µM (top dose mostly 53.9 µM), for inactives: top-dose GFP activation, actives largely listed as activators; 280,000 tested, 0.2% active; note: potency is the fitted concentration of half-maximal effect; % of control where 0% means no effect; nearly all actives have a fitted effect of over 60% in size
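In this reporter-derepression format, murine cells bearing a silenced integrated CMV-GFP locus incubate with test compound (30 h, 37 C), then are washed and imaged; fluorescent objects of 20–120 um count as induced cells.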
L3MBTL1 block: L3MBTL1 (human) inhibition; Q9Y468; AlphaScreen L3MBTL1–H3K9me1 peptide binding; Potency, µM (doses to about 57.1 µM), without a hit: at the highest dose activity, negative = inhibition, hits mostly inhibitors; 230,000 tested, 0.66% active; AID 485360; note: potency is the fitted concentration of half-maximal effect; % is set by controls: 0 for no effect and ±100 for the full control effect; nearly all actives have a fitted effect of over 60% in size
Target sequence (Q9Y468 whole entry, looked up): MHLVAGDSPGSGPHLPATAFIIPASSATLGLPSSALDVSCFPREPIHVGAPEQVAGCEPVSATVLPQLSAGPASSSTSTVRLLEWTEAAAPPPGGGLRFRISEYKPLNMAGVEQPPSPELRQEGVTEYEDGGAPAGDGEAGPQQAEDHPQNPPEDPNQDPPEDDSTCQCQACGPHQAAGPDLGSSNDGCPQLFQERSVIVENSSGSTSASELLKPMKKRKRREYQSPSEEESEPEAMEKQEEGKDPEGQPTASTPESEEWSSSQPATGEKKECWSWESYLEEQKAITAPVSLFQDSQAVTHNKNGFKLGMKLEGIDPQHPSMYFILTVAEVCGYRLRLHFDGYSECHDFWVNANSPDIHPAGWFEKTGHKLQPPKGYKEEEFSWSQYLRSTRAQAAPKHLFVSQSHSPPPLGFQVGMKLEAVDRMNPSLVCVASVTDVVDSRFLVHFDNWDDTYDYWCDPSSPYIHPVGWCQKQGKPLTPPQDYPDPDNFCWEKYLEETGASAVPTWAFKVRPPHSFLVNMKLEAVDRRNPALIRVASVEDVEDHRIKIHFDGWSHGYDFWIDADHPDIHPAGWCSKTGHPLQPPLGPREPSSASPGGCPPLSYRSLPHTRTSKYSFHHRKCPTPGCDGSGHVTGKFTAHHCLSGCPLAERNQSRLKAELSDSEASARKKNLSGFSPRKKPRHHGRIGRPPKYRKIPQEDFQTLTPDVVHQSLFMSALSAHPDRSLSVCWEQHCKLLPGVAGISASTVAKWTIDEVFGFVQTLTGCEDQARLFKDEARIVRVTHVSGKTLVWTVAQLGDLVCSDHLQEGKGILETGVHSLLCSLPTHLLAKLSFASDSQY
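AlphaScreen assay: L3MBTL1 (50 nM final) was preincubated 30 min at room temperature with biotinylated H3(1-15)K9me1 peptide (75 nM final), then 30 min with library compounds; streptavidin donor and nickel chelate acceptor beads (10 ug/mL final) added, 30 min dark.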
HttQ103 aggreg: inhibitors of mutant huntingtin aggregate formation in PC12 cells; 220,000 tested, 1.1% active; Potency, µM (titrated, usually from 46.1 µM), for the others: at the top dose activity change, negative = inhibition, most hits filed as inhibitors; AID 1688; PC12 HttQ103-GFP aggregates, Acumen cytometry, 40 h; note: potency is the fitted concentration of half-maximal effect; % is set by controls: 0 for no effect and ±100 for the full control effect; nearly all actives have a fitted effect of over 60% in size
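PC12 cells stably carrying ecdysone-inducible HTT exon 1 Q103–GFP were induced with tebufenozide (100 nM final) and treated with library compounds in titration. GFP aggregates in lysates were counted by laser scanning cytometry.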
An asterisk follows results filed as active; ? = inconclusive; . = no result given; & = joins results of further samples; [ ] = another dose, or the depositor's remark. Calls come from the whole dose curve; as a rule, active = well fitted curve in the direction sought with a large enough effect; inconclusive = small, poorly fitted or top-dose-only effect, or another doubt; inactive = no such curve, though single readings can be large; an effect the other way counts as inactive or inconclusive. Only part of the results is shown (hit frequency here may not be typical).

Values in the order: CBFb-RUNX1 inh, KinaseGlo FLuc, IMPase Li cell, NPSR antag, Epigenetic derep, L3MBTL1 block, HttQ103 aggreg
> CC(C)(C)c1csc(N(CCC#N)CCC#N)n1
→ -6%, 4%, -12%[38.3 µM], -16%[46.1 µM], -6.4%, ., -6%[9.22 µM]
> O=C(COC(=O)c1ccccn1)c1ccc(Br)cc1
→ -7%, -4%, 4%[38.3 µM], -71%[46.1 µM], 0.0%, ?, 14%
> CCCn1c(SCC(=O)N2CCCC(C)C2)nnc1-c1cccnc1 (stereo unspecified)
→ -16%, 4%, 5%, -2%, 1.1%, 12%, 4%[9.22 µM]
> CCOC(=O)N1CCN(S(=O)(=O)N(C)C)CC1
→ 3%, 0%, 5%[38.3 µM], 14%[46.1 µM], 0.0%, 7%, -4%
> CCOc1ccc2[nH]c3c(N4CCN(C(=O)c5ccco5)CC4)ncnc3c2c1
→ -5%, ., ., 48%, 1.4%, -10%, 9%[9.22 µM]
> CC(=O)Nc1cc(Br)ccc1O
→ 5%, 1%, 6%, -6%, 1.4%, 21%, -9%[9.22 µM]
> Cc1ccc(Cl)cc1N1CCN(C(=O)c2cc3c(=O)[nH]c4ccccc4c3n2C)CC1
→ 3%, 3%, 15%, -15%, 1.1%, -2%, 0%
> O=C(CSc1nn(-c2ccc(F)cc2)c(=S)s1)NC(=O)NCc1ccco1
→ -25%, -2%, 6%[38.3 µM], ?, 3.0%, ?, -14%
> Cc1nc2c(C)cccn2c1/C(O)=C1\C(=O)C(=O)N(CCN2CCOCC2)C1c1ccncc1 (stereo unspecified)
→ 0%, -4%, -19%[38.3 µM], -1%[46.1 µM], 1.1%, -2%, -7%
> CC(C)CCNc1nc(-c2ccco2)c2c(c1C#N)CCCC2
→ 23%, 14%, 36%[38.3 µM], -23%[46.1 µM], -0.8%, ., 2%
> O=c1c(Cl)c(Cl)cnn1Cc1ccccc1Cl
→ 5%, -4%, 3%, 6.3µM*, 1.8%, 3%, 15%
> CCN(CC)CCOc1ccc2c(c1)C(=O)c1cc(OCCN(CC)CC)ccc1-2
→ 1%, 0%, 12%, ., -1.3%, ., 12%
> COc1ccc(CNC(=S)N/N=C/c2ccncc2)cc1
→ 5%, 1%, -1%, 12%, -2.9%, 0%, 0%
> COc1cc(-c2nc(S(=O)(=O)c3ccc(Cl)cc3)c(N3CCOCC3)o2)cc(OC)c1OC
→ 4%, 2%, 25%[38.3 µM], -12%[46.1 µM], -1.1%, ., -28%
> Cc1cccc(N2CCN(C(=O)c3ccc4c(c3)OCCO4)CC2C)c1 (stereo unspecified)
→ 1%, 1%, 9%, -13%, 0.9%, -17%, -16%
> COc1cccc(S(=O)(=O)NCc2ccc(C(=O)Nc3ccc(Cl)cc3)cc2)c1
→ 1%, -1%, 4%, 18%, -0.1%, 8%, 9%
> Cn1cccc1-c1nc2ccc(NC(=O)c3ccccc3)cc2[nH]1
→ -14%, 0%, 6%[38.3 µM], -10%[46.1 µM], 2.2%, -1%, -6%
> c1cc2c(cc1Oc1nc(N3CCOCC3)nc(N3CCOCC3)n1)OCO2
→ 6%, 2%, 16%[38.3 µM], 2%[46.1 µM], 5.2%, -8%[11.4 µM], -3%
> CCCCCCCCCCOC(=O)C[N+](C)(C)C/C=C(/C)Cl
→ 13%, 2%, 15%, -38%, 0.0%, 17%, -27%
> CC(C)CCNC(=O)C1(c2cccs2)CCOCC1
→ -1%, 3%, -9%, -1%, 1.2%, 2%, 18%
> O=C1CCCc2cc3c(cc21)CC1(C3)Cc2cc3c(cc2C1)C(=O)CCC3
→ 5%, ., ., ?, 0.0%, -10%, -16%[9.22 µM]
> COc1cc(OC)cc(C(=O)N2CCCc3ccccc32)c1
→ -6%, 0%, ., -7%[46.1 µM], -3.6%, 1%, 11%
> CCCCN(CC)C(=O)Cc1cn(C)c2ccccc12
→ -1%, 15%, 6%[38.3 µM], -13%[46.1 µM], -1.0%, ., 7%
> CC1(C)CC(=O)C2=C(C1)OC(N)=C(C#N)C2c1cn(-c2ccccc2)nc1-c1ccccc1 (stereo unspecified)
→ -10%, -1%, -1%, -57%, 0.0%, -7%, -34%
> O=C(NC1CC1)C1CCN(c2ncnc3c2sc2cccc(F)c23)CC1
→ 3%, -5%, 6%[38.3 µM], -11%[46.1 µM], -1.0%, ., -9%
> COc1ccc(C(=O)N(CN2CCCC2=O)c2nccs2)cc1OC
→ -1%, -12%, -5%[38.3 µM], -6%[46.1 µM], 1.0%, -3%, 12%
> O=C(CN1CCOCC1)Nc1nc2cc([N+](=O)[O-])ccc2s1
→ 9%, -2%, -3%, 2%, ?, 6%, -11%
> O=C(O)CSc1nc(C(F)(F)F)cc(=O)n1-c1ccccc1
→ 5%, 3%, -22%[38.3 µM], -5%[46.1 µM], 1.1%, 1%, -9%
> CCOC(=O)N1CCC(NC(=O)c2ccc(CS(=O)(=O)c3ccc(OC)cc3)o2)CC1
→ 3%, -1%, -1%[38.3 µM], -8%[46.1 µM], -1.0%, ., 11%
> CC1(C)NC(C)(C)C(O)(C(N)=O)C1=O (stereo unspecified)
→ -1%, -1%, -5%[38.3 µM], 6%[46.1 µM], -1.3%, 9%, 10%
> O=C(COC(=O)CCc1ccc(S(=O)(=O)N2CCCCC2)cc1)Nc1ccc2c(c1)OCO2
→ -14%, -5%, -3%[38.3 µM], -8%[46.1 µM], -2.5%, -11%, 8%
> Cc1cc(/C=C(\C#N)C(=O)NCCc2c[nH]c3ccccc23)c(C)n1C
→ -14%, 0%, 8%, -7%, 0.0%, -11%, ?
> Cc1ccccc1OCC(O)CN1CCN(CC(O)COc2ccccc2C)CC1 (stereo unspecified)
→ -9%, -1%, 3%, -7%, 4.4%, ., 14%
> CS(=O)(=O)NC1c2cccc3cccc(c23)C1Sc1nncn1/N=C/c1ccco1 (stereo unspecified)
→ -4%, 0%, -4%[38.3 µM], -16%[46.1 µM], 0.0%, 3%, 20%
> O=C(N1CCOCC1)C12CC3CC(C1)CC(C(=O)N1CCOCC1)(C3)C2
→ 8%, -2%, 5%[38.3 µM], -2%[46.1 µM], -2.9%, -2%, 20%
> CC(NC(=O)c1ccc(Br)cc1Br)c1ccccc1 (stereo unspecified)
→ -12%, -2%, 0%, 21%, -0.1%, 62%[activator], -8%[9.22 µM]
> CN(C)c1nc(N2CCOCC2)nc(N(c2ccccc2)c2ccccc2)n1
→ -2%, -1%, 19%[38.3 µM], -26%[46.1 µM], -1.7%, 4%, -7%
> CNc1nc(OCC(F)(F)F)nc(N2CCOCC2)n1
→ 13%, -1%, -4%[38.3 µM], 8%[46.1 µM], 0.7%, ., 25%
> CN(CC(=O)Nc1ccccc1F)S(=O)(=O)c1ccc2c(c1)n(C)c(=O)c(=O)n2C
→ 14%, ., ., 0%, -3.1%, ., -27%[9.22 µM]
> On1c2c(c3c4nonc4ccc31)CCCC2
→ 10%, 0%, 9%, -4%[46.1 µM], -1.8%, ?, -22%

Quoted from above, eight compounds:
Values in the order: CBFb-RUNX1 inh, KinaseGlo FLuc, IMPase Li cell, NPSR antag, Epigenetic derep, L3MBTL1 block, HttQ103 aggreg
> Cc1ccccc1OCC(O)CN1CCN(CC(O)COc2ccccc2C)CC1 (stereo unspecified)
→ -9%, -1%, 3%, -7%, 4.4%, ., 14%
> CS(=O)(=O)NC1c2cccc3cccc(c23)C1Sc1nncn1/N=C/c1ccco1 (stereo unspecified)
→ -4%, 0%, -4%[38.3 µM], -16%[46.1 µM], 0.0%, 3%, 20%
> O=C(N1CCOCC1)C12CC3CC(C1)CC(C(=O)N1CCOCC1)(C3)C2
→ 8%, -2%, 5%[38.3 µM], -2%[46.1 µM], -2.9%, -2%, 20%
> CC(NC(=O)c1ccc(Br)cc1Br)c1ccccc1 (stereo unspecified)
→ -12%, -2%, 0%, 21%, -0.1%, 62%[activator], -8%[9.22 µM]
> CN(C)c1nc(N2CCOCC2)nc(N(c2ccccc2)c2ccccc2)n1
→ -2%, -1%, 19%[38.3 µM], -26%[46.1 µM], -1.7%, 4%, -7%
> CNc1nc(OCC(F)(F)F)nc(N2CCOCC2)n1
→ 13%, -1%, -4%[38.3 µM], 8%[46.1 µM], 0.7%, ., 25%
> CN(CC(=O)Nc1ccccc1F)S(=O)(=O)c1ccc2c(c1)n(C)c(=O)c(=O)n2C
→ 14%, ., ., 0%, -3.1%, ., -27%[9.22 µM]
> On1c2c(c3c4nonc4ccc31)CCCC2
→ 10%, 0%, 9%, -4%[46.1 µM], -1.8%, ?, -22%

(list continues)
Screens by letter – A = CBFb-RUNX1 inh; B = KinaseGlo FLuc; C = IMPase Li cell; D = NPSR antag; E = Epigenetic derep; F = L3MBTL1 block; G = HttQ103 aggreg
SMILES: O=C(NCc1cccnc1)C(=O)NCC1OCCCN1S(=O)(=O)c1ccccc1 (stereo unspecified)
  A: 6%; B: 2%; C: -6%; D: 17%; E: -3.0%; F: -14%; G: 6%
SMILES: O=C(CCN1C(=O)c2ccc([N+](=O)[O-])cc2C1=O)Nc1ccccc1C(=O)O
  A: 6%; B: .; C: .; D: 12%; E: -1.1%; F: 18%; G: 8%[9.22 µM]
SMILES: Cc1ccc(NC(=O)CSc2nnc(-c3cccs3)o2)cc1S(=O)(=O)N(C)C
  A: 5%; B: 5%; C: -7%; D: 3%; E: -4.7%; F: -8%; G: 9%
SMILES: Cn1c(CCNC(=O)OC(C)(C)C)n[nH]c1=S
  A: 4%; B: 5%; C: -4%[38.3 µM]; D: -3%[46.1 µM]; E: -8.8%; F: 4%; G: 2%
SMILES: CN(CC(=O)Nc1ccccc1F)CC(=O)Nc1ccccc1Br
  A: 19%; B: 12%; C: -4%; D: -14%; E: 7.6%; F: 2%; G: 11%
SMILES: O=C(CCc1nnc(COc2ccccc2)o1)NCc1ccccc1C(F)(F)F
  A: 10%; B: -1%; C: 12%; D: -6%; E: 1.1%; F: 3%; G: 0%[9.22 µM]
SMILES: COC(=O)c1ccc(C23CC4(C2)[C@H](CN(Cc2ccc(C(F)(F)F)cc2)[C@@H]4c2ccccc2)C3c2ccc(Cl)nc2)cc1 (stereo partly specified)
  A: 6%&9%; B: 0%; C: -4%; D: -5%; E: 2.4%&0.5%; F: .; G: -8%[9.22 µM]
